# Source: PubChem (Sanford-Burnham Center for Chemical Genomics)
# APOBEC3A inh: inhibitors of human APOBEC3A DNA deaminase. P31941. recombinant A3A, FAM/TAMRA ssDNA deamination fluorescence. inhibition, % at 20 µM. 330,000 tested, 0.41% active. AID 493011;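 active means at least 40% inhibition at 20 µM here, with at most 30% in a related deaminase screen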;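 further: plate controls were A3A with DMSO for no effect and wells lacking A3A enzyme for full effect; some results filed as inactive read as strong as hits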
# Target sequence (P31941 whole entry, looked up): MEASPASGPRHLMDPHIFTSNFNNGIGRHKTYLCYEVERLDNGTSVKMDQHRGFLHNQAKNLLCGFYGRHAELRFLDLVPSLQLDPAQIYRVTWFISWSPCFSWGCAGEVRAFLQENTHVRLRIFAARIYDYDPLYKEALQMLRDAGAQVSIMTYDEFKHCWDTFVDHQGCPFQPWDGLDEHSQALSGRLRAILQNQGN
# MPTP block: inhibitors of mitochondrial permeability transition pore. 360,000 tested, 1.4% active. AID 602449. isolated mouse mitochondria, Ca2+ swelling absorbance, 30 min. inhibition, % at 10 µM;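 active means inhibition of 50% or more, scaled per plate between neutral and stimulator controls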;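 further: 0% = DMSO wells given calcium and 100% = 1 mM EGTA wells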
# CXCR6 block: blocks human CXCR6 beta-arrestin recruitment. O00574. CHO-K1 PathHunter CXCR6 beta-arrestin, luminescence. inhibition, % at 20 µM. 360,000 tested, 0.36% active. AID 602244; in the data active means inhibition above about 34%, passing the limit was not always enough;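 further: antagonist mode with CXCL16 agonist at 10 nM final; 0% = 10 nM CXCL16 with DMSO and 100% = unstimulated wells without agonist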
# GRIN3A LBD mod: NR3A (human) ligand-binding domain modulation; Tm shift relative to glycine control, % at 25 µM; 340,000 tested, 2.5% active; NR3A LBD differential scanning fluorimetry, Tm shift; 0% = protein alone, 100% = glycine-bound protein; AID 1259313;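 active means melting temperature shift of at least 10% of the positive control shift, at one fixed dose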
# APOBEC3G inh: blocks human APOBEC3G single-stranded DNA deamination. Q9HC16. recombinant A3G, ssDNA deamination FAM/TAMRA fluorescence. inhibition, % at 20 µM. 330,000 tested, 0.28% active. AID 493012;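 active means inhibition of at least 40% at 20 µM, with no more than 30% in the related APOBEC3A deaminase screen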;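 further: plate controls were DMSO wells with A3G for no effect and wells lacking A3G enzyme for full effect; some compounds called inactive have numbers as strong as hits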
# Target sequence (Q9HC16 whole entry, looked up): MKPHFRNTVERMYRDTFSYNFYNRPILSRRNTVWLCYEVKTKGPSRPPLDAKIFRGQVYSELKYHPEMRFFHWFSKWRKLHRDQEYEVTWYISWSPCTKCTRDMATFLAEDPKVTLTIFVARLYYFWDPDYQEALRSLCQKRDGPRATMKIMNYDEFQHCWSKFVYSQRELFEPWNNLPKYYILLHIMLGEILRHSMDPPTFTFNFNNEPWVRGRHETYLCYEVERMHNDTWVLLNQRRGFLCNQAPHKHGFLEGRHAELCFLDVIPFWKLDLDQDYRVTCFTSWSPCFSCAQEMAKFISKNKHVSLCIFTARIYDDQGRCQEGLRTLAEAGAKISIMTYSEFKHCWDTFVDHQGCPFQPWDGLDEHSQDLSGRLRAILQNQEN
# EBI2 block: EBI2 (human) antagonism; P32249; EBI2 beta-arrestin recruitment, luminescence, 7a,25-OHC stimulated; inhibition, % at 5 µM; 360,000 tested, 0.81% active; AID 651636; in the data active means inhibition above about 38%;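 further: enzyme fragment complementation signal reports receptor beta-arrestin coupling in cells; 0% = agonist plus DMSO wells and 100% = wells without agonist; some results beyond the cut were filed as inactive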
# Gli-Sufu antag: blocks Gli-Sufu signaling in a luciferase reporter; Sufu-KO-LIGHT fibroblasts, Gli luciferase reporter luminescence; inhibition, % at 5 µM; 340,000 tested, 0.74% active;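 active means inhibition above about 55%, limit read from the data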;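 further: 0% = DMSO-treated cells and 100% = wells with medium but no cells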
# CCR6 antag: blocks CCL20-driven beta-arrestin recruitment at human CCR6. CHO-K1 CCR6 PathHunter beta-arrestin, luminescence, CCL20-stimulated. P51684. inhibition, % at 20 µM. 340,000 tested, 0.49% active. AID 493098;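 active means compounds whose inhibition of the agonist-driven luminescence signal at 20 µM reaches about 50%, limit read from the data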;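 further: cells stimulated with CCL20 at 14 nM final; plate controls were DMSO with CCL20 for no effect and DMSO without agonist for full effect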
# Target sequence (P51684 whole entry, looked up): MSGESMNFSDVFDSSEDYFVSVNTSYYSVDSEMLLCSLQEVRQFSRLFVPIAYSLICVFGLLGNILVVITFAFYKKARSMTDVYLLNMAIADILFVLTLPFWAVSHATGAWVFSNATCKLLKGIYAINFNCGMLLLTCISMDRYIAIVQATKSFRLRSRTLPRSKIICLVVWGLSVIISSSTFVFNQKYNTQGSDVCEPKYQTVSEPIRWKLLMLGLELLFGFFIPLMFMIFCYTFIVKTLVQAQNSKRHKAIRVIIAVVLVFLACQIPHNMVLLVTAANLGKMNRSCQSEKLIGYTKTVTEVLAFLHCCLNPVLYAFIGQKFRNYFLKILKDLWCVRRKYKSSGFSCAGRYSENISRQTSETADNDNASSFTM
# Active calls of the source: *; · = not tested or not shown.
No.	Compound	APOBEC3A inh	MPTP block	CXCR6 block	GRIN3A LBD mod	APOBEC3G inh	EBI2 block	Gli-Sufu antag	CCR6 antag
1	CCN(c1cccc(C)c1)C1C(=O)c2ccccc2N1C(C)=O (centres undefined)	-4	0.3	-2	0	-6	2	3	-2
2	Cc1c(/C=N/O)sc2ccccc12	-2	1.6	1	1	-5	-8	7	-17
3	NC(=O)Cn1nnc(-c2ccccc2NC(=O)c2cnccn2)n1	-3	-1.1	-3	1	-5	-3	-2	10
4	COc1ccccc1N=C1SCC(=O)N1Cc1ccco1	-1	2.2	-4	4	-4	-4	0	7
5	Cc1ccc(NC(=O)C2CCN(S(=O)(=O)c3cnc[nH]3)CC2)nc1	-2	0.6	-4	0	-3	-5	-8	-19
6	CC(Nc1ccccc1CO)C(=O)Nc1cccc(Cl)c1Cl (centres undefined)	-1	0.0	-2	2	-2	-3	3	-1
7	O=C1c2ccccc2C(Nc2ccc(S(=O)(=O)N3CCCCC3)cc2)N1Cc1ccco1 (centres undefined)	-1	0.8	4	-6	-7	7	9	4
8	Cc1ccc(S(=O)(=O)N2CCOCC2)cc1NC(=O)COC(=O)c1ccc(Cl)nc1	8	-0.1	8	0	-1	-3	-5	-10
9	C/C(=N\NC(=O)c1nnn(-c2nonc2N)c1CN(C)C)c1ccco1	-2	-1.3	-4	-1	0	-7	-8	-5
10	COc1ccc(C2=NS(=O)(=O)N(C)C(C(=O)NCc3ccccn3)=C2)cc1OC	-2	-0.7	0	2	-3	-11	-3	-14
11	O=C(Nc1ccccc1SCC1CSc2nc3ccccc3c(=O)n21)c1ccccc1 (centres undefined)	2	-1.3	-3	-3	-4	-15	7	8
12	C/C(=N\NC(=O)c1ccc(Cl)cc1)c1ccc(N2CCOCC2)cc1	-1	0.1	-21	-1	-7	-14	0	-4
13	CC(=O)N1c2ccccc2S(=O)(=O)c2c1ccc1ccccc21	·	-0.5	-2	2	·	4	12	11
14	Cc1cc(C(=O)OCC(=O)NC(=O)c2cccn2C)c2ccccc2n1	16	0.0	-11	0	-3	-5	-1	7
15	Clc1ccc2oc(SCc3cccnc3)nc2c1	-1	0.1	-6	0	-3	7	-13	17
16	CN(C)/C=C/C(=O)c1ccc2noc(-c3ccccc3)c2c1	1	-0.4	-13	0	-1	7	2	12
17	COc1cc(NC(=S)NCc2ccc(S(N)(=O)=O)cc2)cc(OC)c1	-4	-1.0	0	-4	-6	-12	1	-7
18	Cc1cc(OCC(=O)Nc2ccc(S(=O)(=O)N3CCN(C)CC3)cc2)ccc1Br	-2	1.6	2	-9	-7	40	3	6
19	COc1ccc(CNC(=O)COC(=O)CCS(=O)(=O)c2ccc(C)cc2)cc1OC	-1	-0.1	-3	1	-7	-10	-4	8
20	CCN(CC(=O)N1CCCC1)S(=O)(=O)c1ccccc1	-7	-0.5	-3	1	-3	0	-1	0
21	COc1ccccc1NC(=O)Nc1ccnn1C1CCN(C(=O)c2cscn2)CC1	-4	-1.6	-4	0	-1	-8	5	-5
22	Clc1ccc(OCc2nnc(SCc3nc4ccccc4[nH]3)n2Cc2ccco2)cc1	-3	62*	1	-3	-6	5	29	23
23	CNC(=O)c1c2c(nc3ccc(Br)cc13)CCCC2	4	1.6	-2	-1	-1	9	-3	-15
24	O=C(CSc1nnc(-c2ccncc2)o1)Nc1ccccc1Cl	-4	-0.3	-6	0	-4	-5	-3	4
25	CCN(CC(=O)NC1CCS(=O)(=O)C1)C(=O)c1ccc(OC)c([N+](=O)[O-])c1 (centres undefined)	6	1.3	-1	1	-2	4	3	5
26	COc1ccc(OC)c(/C=C/c2c([N+](=O)[O-])c(=O)n(C)c(=O)n2C)c1	6	-1.6	1	0	-5	-3	2	-4
27	Cc1cc(C(=O)N/N=C\c2cc(C(C)(C)C)ccc2O)n[nH]1	0	2.0	-7	-8	-5	-2	6	6
28	COCCn1c(C)cc(C2=NNC(=Nc3ccc(F)cc3)SC2)c1C	-8	-0.8	1	0	-5	1	-10	1
29	Cc1ccc(OCC(=O)N/N=C\c2ccco2)c(C)c1	-1	-0.4	10	4	0	0	1	-5
30	O=C(Nc1ccccc1)Nc1nccs1	-1	8.5	2	-8	-7	-9	-6	-3
31	O=C(C1=C[C@@H](c2ccc(C(F)(F)F)cc2)C[C@@H](OCc2ccc(CO)cc2)O1)N1CCN(Cc2ccc3c(c2)OCO3)CC1	1	-1.1	6	-10	-2	36	23	7
32	CC(C)Oc1ccc(C(=O)N(CN2CCCC2=O)c2ccc(F)cc2)cc1	0	1.3	-2	-2	-2	9	-5	8
33	CCn1cnc2c1c(=O)n(CC(=O)NCC(F)(F)F)c(=O)n2Cc1ccccc1	24	0.2	7	-2	1	-6	0	8
34	COc1cccc(C(=O)O/N=C(\N)Cc2ccc(Cl)cc2)c1	-4	0.1	-17	0	-8	-10	-10	-9
35	COc1cccc(-c2cc(C(=O)N3CCCCC3C)no2)c1 (centres undefined)	5	-0.7	8	1	-4	12	-101	13
36	CCOc1ccc(C(=O)Nc2c3c(nn2-c2ccc(F)cc2)CS(=O)C3)cc1 (centres undefined)	10	-0.2	-3	-4	0	-4	1	-2

# Arranged by value in APOBEC3A inh (ascending): three from the list above
no.	canonical_smiles	APOBEC3A inh
30	O=C(Nc1ccccc1)Nc1nccs1	-1
32	CC(C)Oc1ccc(C(=O)N(CN2CCCC2=O)c2ccc(F)cc2)cc1	0
25	CCN(CC(=O)NC1CCS(=O)(=O)C1)C(=O)c1ccc(OC)c([N+](=O)[O-])c1 (centres undefined)	6

# Remaining list, next part.
No.	Compound	APOBEC3A inh	MPTP block	CXCR6 block	GRIN3A LBD mod	APOBEC3G inh	EBI2 block	Gli-Sufu antag	CCR6 antag
37	O=C(OCc1nnc(-c2ccccc2)o1)C1CC(=O)N(c2ccccc2)C1 (centres undefined)	2	2.9	-1	1	-4	1	-1	11
38	CCCCNC(=O)CCC(=O)Nc1ccc2nc(N3CCN(C)CC3)cc(C)c2c1	-1	1.0	-5	2	-7	-10	3	6
39	Cc1nonc1NC(=O)CSc1nc2ccccc2[nH]1	3	1.2	-2	-2	1	-9	-1	-18
40	Cc1ccc(C(=O)N/C(=C\c2ccc([N+](=O)[O-])cc2)C(=O)NCCc2ccccc2)cc1	1	0.2	5	3	-2	3	3	14
41	C=CCn1c2ccccc2c2nnc(SCCN3CCCCC3)nc21	4	0.5	9	2	-3	14	38	1
42	Cn1ccnc1SCC(=O)NC1CCCC1	39	-1.1	5	-4	10	-2	-1	4
43	O=C(CCNS(=O)(=O)c1ccccc1C(F)(F)F)NCCCN1CCOCC1	2	-0.5	2	1	3	-9	7	1
44	CCOc1ccc(-n2c(SCC(=O)Nc3nccs3)nc3c(c2=O)SCC3)cc1	-2	-2.0	-8	5	-7	6	2	0
45	CCCNC(=O)NC(=O)COC(=O)CC(NC(N)=O)c1ccc(Cl)cc1 (centres undefined)	-1	1.7	-15	-2	-6	-4	15	20
46	CCCNC(=O)c1cnc(Sc2ncc(C(F)(F)F)cc2Cl)n1C	-2	-7.3	4	0	-8	-1	11	8
47	O=C(c1ccccc1)N(c1ccccc1)c1nccc2ccccc12	·	-1.1	4	-2	·	-13	-8	26
48	CC1CCN(c2c(NCc3ccc(C(=O)NCCc4ccc(Cl)cc4)cc3)c(=O)c2=O)CC1	1	-0.6	-1	-1	-16	1	1	13
49	NCC(=O)Nc1ccc(Cl)cc1C(=O)c1ccc[nH]1	-2	0.0	6	1	-9	2	52	-2
50	CC(C)C[C@H]1CN=C(N(C)C)N1CC(C)C	-2	1.1	0	-1	-4	0	17	4
51	COc1ccc(S(=O)(=O)N2CCCCC2)cc1NC(=O)CSc1ncnc2ccccc12	1	1.2	8	-2	-8	-23	29	13
52	CN(C)/C=N/C1=C(C#N)C(c2ccc(Br)cc2)c2ccc3ccccc3c2O1 (centres undefined)	2	2.0	2	1	-2	-8	-27	-1
53	Cc1cccc(NC(=O)c2cccc(N3C(=O)C4C5C=CC(C6CC56)C4C3=O)c2)c1 (centres undefined)	4	-0.4	-12	-4	-3	21	7	7
54	Cc1oc(-c2cccc3ccccc23)nc1CN1CCC[C@H]1CO	-4	-0.1	-2	-1	-15	0	14	4
55	O=C(COc1ccccc1Cl)Nc1ccc(CN2CCOCC2)cc1	2	0.0	-4	0	-4	-5	15	-1
56	COc1ccc(C2Oc3ccccc3C3=C2C(c2cccs2)n2ncnc2N3)cc1 (centres undefined)	-5	-0.1	5	-5	-7	13	11	9
57	COC(=O)c1cccnc1-n1c(=O)c2cccnc2n(Cc2ccc(Cl)cc2)c1=O	-2	1.1	0	-4	-6	6	4	13
58	CC1(C)C(=O)Nc2ccccc2N1C(=O)COC(=O)Cc1ccc(Cl)c(Cl)c1	3	0.1	-5	-10	-2	7	-4	-1
59	CC(C)(C)OC(=O)N[C@@H](CC(=O)OCc1ccccc1)C(=O)O	1	-0.4	-14	0	0	-6	-1	-7
60	CSc1ccc(NC(=O)NCCCN2CCN(c3ccccc3F)CC2)cc1	-8	62*	11	-4	-10	7	-2	34
61	Cc1ccc(S(=O)(=O)N(C)C)cc1NC(=O)COC(=O)c1ccc2c(=O)n3c(nc2c1)CCC3	1	-1.4	-11	0	-8	-2	0	3
62	CCn1c(Cc2ccccc2)nnc1SCC(=O)Nc1ccc(N2CCOCC2)c(Cl)c1	-1	0.0	4	1	-2	0	1	33
63	CCOC(=O)[C@@H]1[C@H]2COc3ccc(Br)cc3[C@@H]2N2C(=O)N(c3cccc(F)c3)C(=O)[C@@]12C	-4	1.4	8	1	10	6	1	3
64	Cc1ccccc1NC(=O)CC1SC(=NC2CCCCC2)NC1=O (centres undefined)	-5	-4.9	-7	0	-7	2	-1	1
65	CCOC(=O)Cc1csc(NC(=O)CSc2nc(N)c3c(C)c(C)sc3n2)n1	-6	-2.6	-7	-17	-6	-3	4	-2
66	COc1ccc(Br)cc1/C=N/NC(=O)CNC(=O)/C=C/c1ccccc1	1	-0.4	3	2	1	24	8	3
67	Cc1cccc(CN2C(=O)N/C(=C/c3cc(C)n(-c4cc(C)ccn4)c3C)C2=O)c1	-4	0.2	6	-1	-10	7	9	31
68	CCCCN(C)Cc1c(C(=O)N2CCc3ccccc3C2)nc2ccc(Cl)cn12	1	-1.0	2	0	-1	4	23	19
69	O/N=C1/CCCCc2sccc21	0	0.4	-1	4	5	-4	-23	3
70	Cc1ccc(S(=O)(=O)N(CC(=O)NCc2ccco2)c2ccccc2C)cc1	-1	0.6	7	1	-9	3	19	2
71	O=C(CSc1nnc(C2COc3ccccc3O2)o1)N1CCCCC1 (centres undefined)	-5	-1.9	-3	1	-8	-3	-8	-4
72	CCOC(=O)c1cc2c(=O)n3ccccc3nc2n(Cc2ccco2)c1=NC(=O)c1ccccc1OC	6	1.1	10	-2	0	-5	0	8
73	Cc1cccc(C)c1NC(=O)CN(C)C(=O)CN1C(=O)NC2(CCCC2)C1=O	-2	-1.8	-23	3	-9	-4	6	-11
74	Cc1cc(C)n(-c2ccc(C(=O)OCC(=O)c3c(N)n(C)c(=O)n(C)c3=O)cc2)n1	4	-0.2	1	1	0	-22	4	-9
75	O=[N+]([O-])c1ccc(NC(=S)N2CCN(c3ccccn3)CC2)cc1	0	-0.4	-14	1	-2	-6	4	-7
76	C=CCn1c(O)c(N=NC(=O)CNC(=O)Cc2ccccc2)c2ccccc21	1	-1.1	-1	-3	1	0	-7	0
77	O=C(c1ccc(Cl)nc1)c1cccs1	-2	·	·	0	-3	·	7	3
78	CCOc1cc(C2NC(=O)NC(C)=C2C(=O)NCc2ccccc2)c(Cl)cc1O (centres undefined)	-1	0.1	-1	1	-10	-5	1	-3
79	COc1ccc2oc(=O)cc(C)c2c1	-5	-5.2	-19	2	-10	-12	3	4
80	Cc1cc(=O)oc2cc(OCC(=O)Nc3nnc(C4CC4)s3)ccc12	6	1.2	-4	-1	5	-3	-7	3
